NALP1 yeast inh = blocks the NALP1 inflammasome reconstituted in yeast. inhibition, % at 10 µM. S. cerevisiae NALP1/ASC/caspase-1 growth, X-gal OD620, 72 h. actives 0.61% (n = 280,000); in the data active = inhibition mostly above about 24%, no sharp cut-off; inactive = mostly below about 32%; note: some compounds called inactive have numbers as strong as hits
GalR3 antagonist = blocks the human galanin receptor 3; actives 0.44% (n = 360,000); HEK293 GalR3-CNG cAMP membrane potential fluorescence; galR3 body fused to GalR1 C-terminus; O60755; AID 651719; inhibition, % at 3 µM;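 active = inhibition above the screen-wide average plus 3 SD, cut at about 13% in these data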;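 note: forskolin and galanin both at EC90 stimulate the cells; cAMP rise reported by CNG channel membrane potential dye signal; 0% = forskolin plus galanin with DMSO and 100% = forskolin alone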
Target sequence (O60755 1-299 limits assumed): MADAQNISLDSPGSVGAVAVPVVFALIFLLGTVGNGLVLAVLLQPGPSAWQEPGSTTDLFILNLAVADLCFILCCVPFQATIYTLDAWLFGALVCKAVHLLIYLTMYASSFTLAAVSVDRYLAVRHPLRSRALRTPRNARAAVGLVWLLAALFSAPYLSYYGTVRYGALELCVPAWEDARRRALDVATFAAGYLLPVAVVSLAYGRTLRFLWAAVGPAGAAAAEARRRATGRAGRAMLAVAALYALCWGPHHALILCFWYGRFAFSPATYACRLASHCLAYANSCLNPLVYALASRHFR
MEKK3 PB1 HTS = raises or lowers MEK5 binding to the human MEKK3 PB1 domain. binding response (% of control), % at 10 µM. bead-based flow cytometry, Alexa488-MEK5 binding to MEKK3; actives lie on both sides; 0 = blocked by unlabeled MEK5, 100 = vehicle. actives 1.4% (n = 290,000);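 active = binding response more than 3 SD above or below the average of its plate-row segment, actives on both sides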;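 note: Alexa488 bead fluorescence after subtracting the streptavidin-only scavenger bead signal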
Target sequence (Q99759 whole entry, looked up, the tested form may be a part): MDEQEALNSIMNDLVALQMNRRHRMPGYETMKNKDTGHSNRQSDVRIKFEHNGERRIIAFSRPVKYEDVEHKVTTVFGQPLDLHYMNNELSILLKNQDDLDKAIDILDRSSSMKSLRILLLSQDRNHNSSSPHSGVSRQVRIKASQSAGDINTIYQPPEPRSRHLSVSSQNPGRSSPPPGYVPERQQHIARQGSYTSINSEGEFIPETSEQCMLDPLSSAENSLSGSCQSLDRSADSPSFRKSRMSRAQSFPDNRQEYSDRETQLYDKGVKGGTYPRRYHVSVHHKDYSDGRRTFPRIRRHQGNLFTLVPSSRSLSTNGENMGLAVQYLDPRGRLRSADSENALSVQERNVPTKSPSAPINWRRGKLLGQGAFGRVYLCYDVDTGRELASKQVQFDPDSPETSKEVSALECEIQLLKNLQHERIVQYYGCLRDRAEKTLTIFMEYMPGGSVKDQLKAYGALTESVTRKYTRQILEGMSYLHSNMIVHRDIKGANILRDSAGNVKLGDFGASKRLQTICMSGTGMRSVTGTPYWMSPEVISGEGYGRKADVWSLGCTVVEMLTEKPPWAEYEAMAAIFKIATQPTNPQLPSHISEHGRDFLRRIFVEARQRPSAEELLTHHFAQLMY
MEKK2 WT-MEK5 = raises or lowers MEK5 binding to wildtype human MEKK2 PB1 domain. actives 1.1% (n = 290,000). AID 1531. Q9Y2U5. binding response (% of control), % at 10 µM. bead flow cytometry, Alexa488-MEK5 binding to MEKK2 WT; actives lie on both sides; in the data active = binding response below about 67% or above about 130%
PHOSPHO1 block = blocks human PHOSPHO1 phosphatase activity; Q8TCT1; recombinant PHOSPHO1, absorbance phosphatase assay; inhibition, % at 13.3 µM; actives 1.1% (n = 290,000); AID 1565; in the data active = inhibition above about 60%
V1aR counter = activates human V1a receptor in oxytocin agonist counter-screen; P37288; CHO-V1R cells, Fluo-8 calcium fluorescence, agonist mode; 0% DMSO, 100% 3 nM vasopressin; activation, % at 3 µM; actives 0.25% (n = 320,000); AID 2797;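 active = activation above the mean activation of all tested compounds plus 3 SD, per screening run, cut at about 20% in these data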;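 note: signal is peak over basal fluorescence ratio across a 100 second FLIPR read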
GPR7 antagonist = blocks human GPR7 receptor signaling. P48145. GPR7-expressing cells, fluorescence antagonist assay. inhibition, % at 4.4 µM. actives 1.1% (n = 290,000). AID 1861; in the data active = inhibition above about 16%, passing the limit was not always enough;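 note: cells stimulated with the agonist NPW; 0% = agonist with vehicle and 100% = vehicle without agonist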
OXTR ag = human OXTR agonism | CHO-OTR cells, Fluo-8 calcium fluorescence; normalized: DMSO 0%, oxytocin 100% | activation, % at 3 µM | actives 0.32% (n = 320,000);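 active = activation above the mean of all tested compounds plus 3 SD, cutoff set per screening run, cut at about 20% in these data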;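 note: peak over basal fluorescence ratio from a 100 s FLIPR kinetic read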
MEKK2mut PB1 HTS = signal of MEK5 binding to mutant human MEKK2 PB1 domain | percent response, % at 10 µM | bead flow cytometry, Alexa488-MEK5 binding to MEKK2 mutant | actives 0.35% (n = 290,000); in the data active = percent response above about 24%, passing the limit was not always enough; note: inactives centre near 1; some results filed as inactive read as strong as hits; reference of the scale not given here
* hit, by the source's call; . = no result given.

SMILES	NALP1 yeast inh	GalR3 antagonist	MEKK3 PB1 HTS	MEKK2 WT-MEK5	PHOSPHO1 block	V1aR counter	GPR7 antagonist	OXTR ag	MEKK2mut PB1 HTS
CC1(C)CC(=O)C(C=NCc2ccc3c(c2)OCO3)=C(O)C1	11.3	-3.6	112.0	110.0	20.1	-0.3	1.2	1.9	2.0
CCC(C)NC(=S)NNC(=O)c1ccc(C(C)(C)C)cc1 (configuration not stated)	-18.3	4.6	104.0	99.0	-9.5	1.3	3.2	-0.4	2.0
CCCC(=O)Nc1ccc(NC(=O)c2ccccn2)cn1	-1.5	5.7	104.0	111.0	-4.1	2.2	4.0	0.4	17.0
O=C1c2ccccc2S(=O)(=O)N1Cc1cc(=O)n2ccsc2n1	-7.1	-3.5	103.0	104.0	20.8	1.1	2.5	0.4	2.0
Clc1nc(NCc2ccco2)nc(N2CCCCC2)n1	5.9	-4.0	99.0	94.0	27.8	1.2	-11.0	1.0	-4.0
O=[N+]([O-])c1ccccc1Oc1cnc2ccccc2n1	1.5	-3.5	106.0	101.0	-7.6	0.1	-4.9	-2.5	-8.0
CCOC(=O)N1CCC(NC(=O)CCc2ccccc2)CC1	-9.4	-10.5	103.0	107.0	30.5	0.3	-15.8	-0.3	6.0
FC(F)(F)c1ccc(N2CCN(c3ncnc4c3nnn4Cc3ccccc3Cl)CC2)cc1	9.7	-0.5	109.0	105.0	-15.8	0.4	-16.2	1.0	4.0
CC(CCc1ccccc1)NC(=S)NC(=O)c1ccco1 (configuration not stated)	18.2	-6.6	98.0	96.0	-8.4	-1.3	-11.5	-2.3	-3.0
COc1ccccc1OCC(=O)NCCSCc1cccc(Cl)c1	48.3*	-4.4	91.0	98.0	4.7	0.3	1.0	-1.7	-1.0

Overlap with the part before: two entries, then new ones.
SMILES	NALP1 yeast inh	GalR3 antagonist	MEKK3 PB1 HTS	MEKK2 WT-MEK5	PHOSPHO1 block	V1aR counter	GPR7 antagonist	OXTR ag	MEKK2mut PB1 HTS
CC(CCc1ccccc1)NC(=S)NC(=O)c1ccco1 (configuration not stated)	18.2	-6.6	98.0	96.0	-8.4	-1.3	-11.5	-2.3	-3.0
COc1ccccc1OCC(=O)NCCSCc1cccc(Cl)c1	48.3*	-4.4	91.0	98.0	4.7	0.3	1.0	-1.7	-1.0
Cc1cccc(Oc2cc(NC(=O)Cn3cnc([N+](=O)[O-])n3)cc([N+](=O)[O-])c2)c1	2.1	-3.4	111.0	127.0	-1.1	1.2	0.0	1.4	4.0
COc1ccc(CCNC(=O)CCNS(=O)(=O)c2cc(Br)cnc2N)cc1OC	16.5	-5.3	101.0	106.0	32.4	0.5	-23.9	1.1	3.0
c1cnc(N2CCN(c3nc4ccccc4n4cnnc34)CC2)nc1	-17.8	1.3	107.0	109.0	20.6	0.1	-1.4	0.1	8.0
Cc1c(Cl)c(C(F)(F)F)nn1CC(=O)N1CCSCC1	-90.8	1.7	107.0	103.0	-15.2	0.2	-5.6	0.5	12.0
O=C(COc1ccccc1Br)Nc1ccc2c(c1)OCCCO2	29.3	-11.2	101.0	105.0	-1.0	-0.8	-3.9	-0.2	2.0
Cc1oc2cc([N+](=O)[O-])c(O)c([N+](=O)[O-])c2c1C(=O)c1ccc(Br)cc1	7.5	-7.1	88.0	85.0	-15.8	8.2	-14.3	-2.4	-15.0
COC(=O)C1=C(C)N(C)C(=S)N(C)C1c1cccc(Br)c1 (configuration not stated)	11.9	-5.1	102.0	97.0	5.8	-1.5	-11.7	-1.9	-1.0
COc1cc(NC(=O)Nc2ccc(C)cc2)cc([N+](=O)[O-])c1	34.0	-3.7	112.0	126.0	-5.1	8.4	-4.1	10.4	0.0
CCOc1ccc(C(C)NC(=O)c2ccccc2OCc2c(C)noc2C)cc1OCC (configuration not stated)	3.4	-4.2	104.0	101.0	33.4	-1.5	-5.0	-0.8	2.0
Cc1ccc(CNC(=O)CCC(=O)Nc2nnc(C3CCCCC3)s2)cc1	22.5	2.2	101.0	101.0	23.7	-0.3	-1.0	0.3	3.0
CC1(C)Cc2ccccc2-c2nnc(SCC(=O)N3CCc4ccccc43)n21	14.1	-6.0	94.0	91.0	-46.9	-2.0	-3.1	-1.8	-3.0
COc1ccc(C(=O)NCC(=O)OCc2ccc(F)cc2Cl)cc1OC	16.0	-3.2	100.0	101.0	-2.8	0.9	-5.8	0.0	-2.0
COc1ccc(-c2nn(CC(=O)N3CCCCC3)c(=O)c3ccccc23)cc1	15.1	.	.	.	44.8	-1.1	12.4	-0.5	.
COc1cc(OC)c(S(=O)(=O)NC(C)C)cc1S(=O)(=O)NC(C)C	6.2	-0.7	99.0	102.0	-24.8	1.1	-1.7	0.2	-5.0
Cc1cc(C(F)F)n2nc(C(=O)Nc3sc4c(c3C#N)CCC4)nc2n1	14.4	1.8	95.0	95.0	-5.0	-0.1	-5.6	0.1	-4.0
CC(=O)c1cccc(NC(=O)CN2C(=O)COc3ccc(Cl)cc32)c1	9.6	-9.0	100.0	98.0	41.4	3.6	-2.8	5.9	3.0
CC(Oc1ccc(Cl)cc1Cl)C(=O)NCCC1=CCCCC1 (configuration not stated)	7.8	-4.4	125.0	97.0	-14.7	-1.3	-7.1	-1.5	-1.0
FC(F)(F)c1cc(-c2ccco2)nc(NCc2ccco2)n1	-7.4	-3.1	97.0	99.0	8.7	0.5	-4.0	-0.6	1.0
Cc1ccc(C2c3sc(=O)[nH]c3SC3C(=O)NC(=O)C32)cc1 (configuration not stated)	3.4	4.4	103.0	105.0	16.6	0.4	-6.8	0.3	6.0
COC(=O)Nc1ccc2c(c1)N(C(=O)CCCl)c1ccccc1S2	31.2	.	91.0	94.0	19.7	.	22.7	.	-6.0

Individual results from the entries so far:
MEKK3 PB1 HTS with CC(=O)c1cccc(NC(=O)CN2C(=O)COc3ccc(Cl)cc32)c1 = 100.0
PHOSPHO1 block with CCOC(=O)N1CCC(NC(=O)CCc2ccccc2)CC1 = 30.5

(more compounds)
SMILES	NALP1 yeast inh	GalR3 antagonist	MEKK3 PB1 HTS	MEKK2 WT-MEK5	PHOSPHO1 block	V1aR counter	GPR7 antagonist	OXTR ag	MEKK2mut PB1 HTS
O=C(N/N=C/c1cccnc1)c1ccc2ccccc2c1O	-6.8	-2.7	100.0	99.0	-16.2	.	-7.1	.	-4.0
CC(C(=O)O)C1SC(=O)NC1=O (configuration not stated)	27.5	0.2	98.0	100.0	21.0	0.6	-5.3	0.2	6.0
Cn1nc(C(F)(F)F)c(C(=O)Nc2ccc(F)cc2F)c1Cl	-1.4	-5.2	102.0	99.0	31.7	0.2	-14.0	-0.8	-3.0
CNC(=O)NNC(=O)c1onc(-c2c(Cl)cccc2Cl)c1C(=O)OC	.	-4.8	97.0	94.0	-7.0	0.3	-13.2	-1.0	-1.0
O=C(c1ccccc1)c1cc[n+]([O-])cc1	13.9	-4.0	99.0	96.0	8.0	0.5	-6.7	0.3	2.0
Cc1nn(CCCC(=O)NC(C)c2ccccc2)c(=O)c2nn(-c3ccccc3)c(C)c12 (configuration not stated)	10.5	-8.4	99.0	101.0	32.4	-0.3	-3.2	-2.5	0.0
COc1ccc(N2CCN(C(=O)c3ccc(NS(=O)(=O)c4cccs4)cc3)CC2)cc1	-89.0	-3.9	115.0	105.0	5.4	8.6	-0.1	8.4	3.0
CCOc1ccc(-c2cc(C(=O)NCCCn3ccnc3)c3cc(Br)ccc3n2)cc1	7.1	-2.0	100.0	111.0	-13.7	1.4	11.4	1.1	3.0
O=C(Cc1ccccc1)Nc1nnc(-c2ccco2)o1	-16.5	2.0	95.0	102.0	27.7	0.8	-8.5	-0.3	-1.0
CC(/C=N/Nc1nncc(=O)[nH]1)=C\c1ccccc1	30.7	0.9	96.0	91.0	3.4	-0.5	-9.4	0.0	-1.0
Clc1ccccc1-c1nn2c(-c3ccccn3)nnc2s1	3.3	-5.2	96.0	93.0	5.6	-1.1	-5.7	-1.8	-8.0
O=C(CC1SC(=Nc2ccccc2)N(Cc2ccccn2)C1=O)Nc1cccc(Cl)c1 (configuration not stated)	14.4	-3.4	103.0	119.0	-13.5	0.4	-4.5	3.1	-1.0
O=C(NCc1ccccc1F)C1CCCN(S(=O)(=O)c2ccc(-n3cnnn3)cc2)C1 (configuration not stated)	7.9	2.8	98.0	93.0	40.5	3.1	23.4	3.4	-6.0
Cc1cc(N2CCC(C(=O)NC3CCCCC3)CC2)nc(-c2ccccc2)n1	15.2	1.3	98.0	98.0	-27.1	0.1	-1.6	-0.6	0.0
COC(=O)c1ccc(/C=N/NC(=O)CC(=O)NC2CCCCC2)cc1	-1.1	-2.5	100.0	101.0	6.4	0.1	-6.0	-1.1	1.0
CCCCCc1c(C)nc(Nc2ccc(F)cc2)[nH]c1=O	2.8	-3.6	95.0	93.0	-17.9	1.6	10.8	2.9	-2.0
CCOC(=O)CC(NC(=O)C1c2ccccc2Oc2ccccc21)c1ccccc1Cl (configuration not stated)	2.8	-5.5	112.0	102.0	-1.1	1.6	-2.1	-1.4	-1.0
CCNC(=S)N/N=C/c1ccc(C(=O)O)cc1	9.0	-5.5	104.0	100.0	-11.0	0.7	-5.3	0.3	-1.0
Cc1cc(C)cc(C(=O)NC(CC(N)=O)c2ccc(NC3CCCCCC3)c([N+](=O)[O-])c2)c1 (configuration not stated)	.	-6.7	106.0	107.0	43.6	0.0	.	-0.3	4.0
COc1ccc(S(=O)(=O)N2CCN(C(=O)C3CCCCC3)CC2)cc1	-4.8	-8.0	100.0	98.0	23.2	0.7	-5.3	1.8	0.0
CN1c2ccccc2C(C)(C)C12C=Cc1cc(O)ccc1O2 (configuration not stated)	-7.1	-10.0	107.0	99.0	4.4	2.2	11.4	2.2	6.0
Cc1nn(C)c(Cl)c1CN1CCCC(C(=O)Nc2ccc(-c3cscn3)cc2)C1 (configuration not stated)	23.5	-3.0	92.0	106.0	12.6	0.6	-7.9	0.9	-5.0
CS(=O)(=O)N1CCc2cc(S(=O)(=O)N3CCN(Cc4ccc5c(c4)OCO5)CC3)ccc21	13.7	0.0	97.0	98.0	-7.4	4.6	-7.9	4.6	-4.0
O=C(NCCc1ccccc1)C(=O)NCC1OCCCN1S(=O)(=O)c1ccc(F)cc1 (configuration not stated)	8.5	-4.5	103.0	105.0	18.5	2.7	-9.6	-0.7	6.0
CC1=CC(C2CC(=O)N(c3ccc(C)cc3)C2=O)CC2C(=O)N(c3ccc(C)cc3)C(=O)C12 (configuration not stated)	16.1	2.7	112.0	98.0	28.8	1.0	2.3	0.0	4.0
O=C(CSCCN1C(=O)c2ccccc2C1=O)Nc1ccc2ccccc2c1	23.2	-8.4	117.0	105.0	0.8	7.3	3.0	7.0	0.0
O=C1NC(=O)/C(=C\c2ccc(OCc3ccccc3)cc2)S1	6.0	-6.0	108.0	101.0	24.8	3.6	26.1	0.8	14.0

Ordered by count of non-hydrogen atoms (rising): three of the compounds above
SMILES	NALP1 yeast inh	GalR3 antagonist	MEKK3 PB1 HTS	MEKK2 WT-MEK5	PHOSPHO1 block	V1aR counter	GPR7 antagonist	OXTR ag	MEKK2mut PB1 HTS
COc1ccccc1OCC(=O)NCCSCc1cccc(Cl)c1	48.3*	-4.4	91.0	98.0	4.7	0.3	1.0	-1.7	-1.0
c1cnc(N2CCN(c3nc4ccccc4n4cnnc34)CC2)nc1	-17.8	1.3	107.0	109.0	20.6	0.1	-1.4	0.1	8.0
Cc1nn(C)c(Cl)c1CN1CCCC(C(=O)Nc2ccc(-c3cscn3)cc2)C1 (configuration not stated)	23.5	-3.0	92.0	106.0	12.6	0.6	-7.9	0.9	-5.0
